A3G deaminase: APOBEC3G DNA deaminase inhibitors, primary screen, biochemical, fluorescence, single-stranded DNA substrate, uHTS; 330,000 compounds, 0.28% hits; inhibition, % at 20 µM; DNA dC->dU-editing enzyme APOBEC-3G (Homo sapiens), Q9HC16; recombinant A3G, ssDNA deamination FAM/TAMRA fluorescence;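 active means inhibition of at least 40% at 20 µM, with no more than 30% in the related APOBEC3A deaminase screen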;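 further: plate controls were DMSO wells with A3G for no effect and wells lacking A3G enzyme for full effect; some compounds called inactive have numbers as strong as hits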
Target sequence (Q9HC16 whole entry, looked up): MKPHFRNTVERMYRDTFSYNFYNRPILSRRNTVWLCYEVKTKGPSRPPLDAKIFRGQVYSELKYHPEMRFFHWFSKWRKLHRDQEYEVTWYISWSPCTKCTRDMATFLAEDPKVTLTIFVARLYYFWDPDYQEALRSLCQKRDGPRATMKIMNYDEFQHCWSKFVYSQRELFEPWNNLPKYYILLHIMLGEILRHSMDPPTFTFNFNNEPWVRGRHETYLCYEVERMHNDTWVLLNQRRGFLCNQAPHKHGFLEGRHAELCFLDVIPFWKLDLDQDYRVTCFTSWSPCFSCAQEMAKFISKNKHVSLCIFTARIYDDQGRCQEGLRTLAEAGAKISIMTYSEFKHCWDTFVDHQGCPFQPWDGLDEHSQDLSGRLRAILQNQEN
hIAP block: human IAP inhibitors, primary screen, biochemical, luminescence, uHTS. Intestinal-type alkaline phosphatase (Homo sapiens), P09923. purified IAP, CDP-Star luminescence, 30 min. inhibition, % at 10 µM. 330,000 compounds, 0.12% hits;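 active means inhibition reaching a set limit with compound at 10 µM in the primary screen, cut at about 35% in these data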;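 further: plate controls were DMSO wells with enzyme for no effect and no-enzyme buffer wells for full effect; values of inactives mirror those of a sister screen read the other way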
Target sequence (P09923 whole entry, looked up): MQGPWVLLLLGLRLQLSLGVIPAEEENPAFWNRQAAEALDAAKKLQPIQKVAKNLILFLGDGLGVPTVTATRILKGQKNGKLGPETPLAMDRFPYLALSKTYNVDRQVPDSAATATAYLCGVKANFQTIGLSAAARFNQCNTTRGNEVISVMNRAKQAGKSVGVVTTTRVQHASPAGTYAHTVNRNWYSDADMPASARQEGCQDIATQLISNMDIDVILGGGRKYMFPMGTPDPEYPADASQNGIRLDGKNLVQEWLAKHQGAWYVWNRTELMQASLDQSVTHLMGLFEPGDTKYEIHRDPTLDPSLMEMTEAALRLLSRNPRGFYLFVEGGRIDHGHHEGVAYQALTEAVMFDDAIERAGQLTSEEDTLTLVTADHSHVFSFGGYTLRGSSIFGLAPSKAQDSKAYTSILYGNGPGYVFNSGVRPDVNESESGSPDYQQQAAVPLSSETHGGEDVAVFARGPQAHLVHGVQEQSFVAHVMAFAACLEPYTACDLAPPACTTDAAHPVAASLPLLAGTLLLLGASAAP
hIAP activ: human IAP activators, primary screen, biochemical, luminescence, uHTS. purified human IAP, CDP-Star luminescence, 30 min; stronger effect = higher value; 1 = vehicle-only enzyme, 0 = enzyme-free background. 330,000 compounds, 0.16% hits. activation factor at 10 µM. AID 2524, 2010;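 active means activation factor of the enzyme at least 2-fold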; further: the source names both 10 and 20 µM as test concentration; values of inactives mirror those of a sister screen read the other way
mIAP act: activators of mouse IAP, primary screen, biochemical, luminescence, uHTS | 330,000 compounds, 0.24% hits | activation factor at 10 µM | intestinal alkaline phosphatase [Mus musculus] | muIAP, CDP-Star luminescence, 30 min; stronger effect = higher value; 1 = vehicle-only enzyme signal, 0 = enzyme-free wells;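 active means activation factor of at least 2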; further: the source names both 10 and 20 µM as test concentration; values of inactives mirror those of a sister screen read the other way
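System: Mouse IAP enzyme | Also added: CDP-Star substrate | Dosing: Compounds dispensed in DMSO | Schedule: 30 min enzyme-substrate-compound incubation at room temperature | Technique: Chemiluminescence readout | Control set: DMSO-only wells and no-enzyme negative control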
MPTP inh: mitochondrial permeability transition pore inhibitors, primary screen, biochemical, isolated mouse mitochondria, absorbance; Ca2+ swelling absorbance, 30 min; inhibition, % at 10 µM; 360,000 compounds, 1.4% hits; AID 602449, 2012;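 active means inhibition of 50% or more, scaled per plate between neutral and stimulator controls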;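 further: 0% = DMSO wells given calcium and 100% = 1 mM EGTA wells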
beta cell repl: inducers of MIN6 beta-cell proliferation, primary screen, ATP luminescence, uHTS. MIN6 cells proliferation, ATPlite luminescence, 48 h; cells starved in 0.2% serum; 100% = growth in 10% serum. 330,000 compounds, 0.29% hits. proliferation, % at 10 µM. AID 2380, 2010;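 active means compounds whose signal lies at least 3.5 SD above the mean of all wells on their plate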;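 further: 0% = DMSO-treated cells in low-serum medium and 100% = 10% serum control; some compounds called inactive have numbers as strong as hits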
ATG4B inhibitor: ATG4B protease inhibitors, primary screen, biochemical, fluorescence, uHTS; Cysteine protease ATG4B (Homo sapiens), Q9Y4P1; ATG4B cleavage of LC3-PLA2, NBD-HPC fluorescence, 1 h; inhibition, % at 8.33 µM; 340,000 compounds, 0.51% hits; AID 504462, 2011; in the data active means inhibition above about 40%
A3A deaminase: APOBEC3A ssDNA deaminase inhibitors, primary screen, selectivity assay for APOBEC3G inhibitor project, biochemical, FAM/TAMRA oligo cleavage fluorescence; DNA dC->dU-editing enzyme APOBEC-3A (Homo sapiens), P31941; recombinant A3A, FAM/TAMRA ssDNA deamination fluorescence; inhibition, % at 20 µM; 330,000 compounds, 0.41% hits; AID 493011, 2011;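 active means at least 40% inhibition at 20 µM here, with at most 30% in a related deaminase screen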;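 further: plate controls were A3A with DMSO for no effect and wells lacking A3A enzyme for full effect; some results filed as inactive read as strong as hits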
mIAP block: inhibitors of mouse IAP, primary screen, biochemical, luminescence, uHTS; intestinal alkaline phosphatase [Mus musculus]; purified mouse IAP, CDP-Star luminescence, 30 min; inhibition, % at 10 µM; 330,000 compounds, 0.2% hits;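 active means inhibition of at least 40% at 10 µM in the primary screen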;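 further: plate controls were DMSO with enzyme for no effect and no enzyme wells for full effect; values of inactives mirror those of a sister screen read the other way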
Active calls of the source: *; / = no result given; & = joins results of further samples.

SMILES	A3G deaminase	hIAP block	hIAP activ	mIAP act	MPTP inh	beta cell repl	ATG4B inhibitor	A3A deaminase	mIAP block
CCc1ccc(C(=O)Nc2ccc3nc(C)ccc3c2)cc1	-4	13	0.87	1	0.6	-4	-6	0	-2
CCOC(=O)N1CCN(C(=O)COC(=O)c2oc3ccc(OC)cc3c2C)CC1	-5	14	0.86	1	1.3	-4	-11	2	-2
CCc1ccc(C(=O)Nc2ccc(C)c(NS(C)(=O)=O)c2)cc1	-5	-6	1.1	1	3.4	-3	2	-4	-2
Cc1ccc(NC(=S)NC(=O)CC2CC(C)(C)OC2=O)cc1 (configuration not stated)	-11	-1	1	0.95	-0.7	0	0	0	5
CN(Cc1cnccn1)Cc1ccccc1OCC(O)CN1CCc2ccccc2C1 (configuration not stated)	-15	-13	1.1	0.97	-3.4	-1	0	-1	3
CCOCCn1c(COc2ccccc2)nc2ccccc21	3	-6	1.1	1	0.5	-2	-4	2	-4
Cc1cc(O)c(Sc2ccc(Cl)cc2)c(=O)[nH]1	-2	6	0.94	0.98	2.2	0	-1	0	2
NNc1nc2c(Cl)c(Cl)ccc2s1	3	16	0.83	0.8	0.9	1	-3	0	20
O=C(NNc1ccc([N+](=O)[O-])cc1[N+](=O)[O-])c1ccco1	3	36*	0.64	0.82	11	1	0	1	18
CCCOc1ccc(N2C(=O)CC(N3CCOCC3)C2=O)cc1 (configuration not stated)	0	1	0.99	1	-1.7	-3	1	1	-3
COc1cc(CNn2nnnc2N)ccc1OCc1c(Cl)cccc1Cl	-3	0	1	1.1	9.9	-2	-2	-1	-8
Cc1ccc(C)n1NC(=O)c1cccs1	-1	11	0.89	0.88	7.5	-2	7	-2	12
Cc1noc(C)c1C(=O)Nc1cccc(S(=O)(=O)N2CCOCC2)c1	-4	-14	1.1	1	-1.4	2	-37	1	-1
COc1ccc(/C=N/OCc2ccc(Br)cc2)c(OC)c1	-5	3	0.97	0.95	-0.6	0	-12	3	5
CCOC(=O)C1=C(C)NC(SCC(N)=O)=C(C#N)C1c1ccncc1 (configuration not stated)	-3	-4	1	0.95	-2.6&2.8	0	6&2	0	4
CC(C)NC(=O)c1onc(CSc2ccc(Cl)cc2)c1C(=O)NC(C)C	3	12	0.88	0.94	0.7	-1	-6	2	6
N=C1CCCN1CC(=O)c1ccc(Cl)cc1	-6	-7	1.1	1	0.0	-1	-2	-7	-2
Cn1c2c(c(=O)n(C)c1=O)C(c1ccc(O)cc1)Nc1ccccc1O2 (configuration not stated)	-3	-11	1.1	1	3.6	-3	-5	3	-2
COc1cc(C)c(C)cc1S(=O)(=O)N1CCN(Cc2ccccc2)CC1	1	5	0.95	1	0.1	-3	-3	4	-4
Cc1ccccc1-n1c(SCC(=O)N/N=C/c2c(C)nn(-c3ccccc3)c2C)nc2ccccc2c1=O	3	9	0.91	0.98	-0.6	-5	33	3	2
Cc1ccc(-n2c(Cn3cnc4ccccc43)nnc2SCC(=O)O)cc1	2	17	0.83	0.98	-1.4	-3	-14	2	2
O=C(CSc1nc2ccccc2[nH]1)NC(=O)NCc1ccco1	-3	4	0.96	0.69	-1.1	-1	-7	5	31
Cn1c(CSc2ncccn2)nnc1SCC(=O)N1CCCC1	-17	-5	1.1	0.93	-1.4	0	3	-4	7
COc1ccc(CCN(C)C(=S)NC(=O)c2ccc(F)cc2Cl)cc1OC	-19	-13	1.1	1	2.3	-2	-5	1	0
Cc1cccc(NC(=O)CSc2nc(=O)n(CCCN3CCOCC3)c3c2CCCC3)c1	-9	8	0.92	1	-1.8	0	-13	-1	-2
Cc1cccc(NC(=O)CSc2nc(NS(=O)(=O)c3ccccc3)cc(=O)[nH]2)c1	-5	-9	1.1	0.83	-0.5	-2	-3	2	17
CCOC(=O)c1nc(C)nc(Sc2n[nH]c(-c3ccccc3)n2)c1C	-8	-6	1.1	1	0.9	3	-10	-4	-2
CC(C)=CCc1c(O)ccc(C2COc3c(CC=C(C)C)c(O)cc(O)c3C2=O)c1O (configuration not stated)	5	-11	1.1	0.86	3.3	-6	36	-2	14
Cc1ccc2c(=O)cc(C(=O)Nc3ccc(S(=O)(=O)Nc4onc(C)c4C)cc3)oc2c1	0	17	0.83	0.93	-1.7	1	-4	-4	7
Cc1ccc(Cl)cc1NC(=O)c1ccccn1	-8	5	0.95	0.91	1.1	-2	-1	-1	9
O=C(O)c1cccc(NC(=O)c2cccc(NC(=O)C3CCCO3)c2)c1 (configuration not stated)	-7	-10	1.1	1	-0.5	-2	-4	-3	-3
CCN1CCN(CC(=O)Nc2ccc(S(=O)(=O)N3C(C)CCCC3C)cc2)CC1 (configuration not stated)	0	-25	1.3	0.99	0.1	-3	-1	-2	1
CC1CC1C(=O)OCC(=O)NC(=O)NC12CC3CC(CC(C3)C1)C2 (configuration not stated)	-13	5	0.95	0.94	-3.2	2	-10	-2	6
Cc1noc(C)c1C(=O)OCC(=O)NCCc1ccc(S(N)(=O)=O)cc1	0	-12	1.1	0.95	-0.9	-2	-3	11	5
Nc1nc(C(F)(F)F)cc(=O)n1N	-1	-9	1.1	1	-1.4	2	-6	2	0
Cc1cccc([C@@H]2[C@@H]3C(=O)N(Cc4ccccc4)C(=O)[C@@H]3[C@]3(Cc4ccccc4)C(=O)N(c4cccc(Cl)c4)C(=O)N23)c1	-2	-12	1.1	1.1	-1.2	-3	-6	2	-6
CC(=O)Nc1c2c(nn1-c1ccc(C)cc1C)CSC2	0	5	0.95	1	0.0	-3	4	4	-5
COC(=O)c1ccc2c(=O)n(CC3CCCO3)c(=S)[nH]c2c1 (configuration not stated)	-2	-7	1.1	1	-0.1	-2	3	-3	-5
COc1ccccc1CNC(=O)c1ccccc1OC	5	0	1	0.95	-0.4	0	-4	1	5
COc1cc(C(c2sc3nc(C)nn3c2O)N2CCN(c3ccccc3)CC2)cc(OC)c1OC (configuration not stated)	-10	-8	1.1	0.93	0.6	-2	-7	-6	7
O=C(Cn1cnc2c(NC(=O)OCc3ccccc3)ncnc21)NCc1ccccn1	0	5	0.95	1.1	-2.5	-3	6	1	-8
O=C1Nc2ccccc2N(O)N1c1cc(-c2ccccc2)[nH]n1	-7	12	0.88	0.92	-0.4	3	10	-3	8
Cc1c(NC(=O)c2ccc(NS(=O)(=O)c3ccc(F)c(F)c3)cc2)c(=O)n(-c2ccccc2)n1C	-8	-3	1	0.93	1.8	-1	5	-6	7
CCCCCc1ccc(CC(=O)O)cc1	-7	-6	1.1	1	-1.2	-1	1	-2	-3
COc1cccc(/C=N/Nc2nnc3c(n2)[nH]c2ccccc23)c1OC	-9	-10	1.1	0.93	1.1	-2	5	0	7
Cc1cc2nc(C(C)(C)C)cc(N)n2n1	-12	-17	1.2	0.94	-1.0	0	-4	0	6
CCOC(=O)N(C)S(=O)(=O)c1ccccc1[N+](=O)[O-]	-6	-6	1.1	1.1	0.3	4	32	-2	-6
CC(C)C(C(=O)NCc1ccco1)N(C(=O)CNS(=O)(=O)c1ccccc1)C1CCCC1 (configuration not stated)	-8	13	0.87	1.1	4.4	1	-5	-3	-5
Clc1ccc(-c2nnc(CNC3CC3)o2)cc1	-3	27	0.73	0.95	-1.5	9.5*	3	-1	5
CN(C)CCCNc1oc(-c2ccccc2Cl)nc1S(=O)(=O)c1ccc(F)cc1	4	4	0.96	1.1	0.4	-5	-7	7	-5
O=S(=O)(NCCc1ccccc1)c1ccc(Br)cc1	-1	11	0.89	1	0.7	-1	-2	-4	-1
Nn1c(Cc2cccc3ccccc23)nnc1SCc1c(F)cccc1Cl	-7	2	0.98	1.1	0.8	0	10	-1	-6
CC(=O)Nc1ccc2c(c1)CN(c1cc(C)ccc1C)CO2	-2	-10	1.1	0.94	-4.2	0	-4	0	6
CCOC(=O)CNC(=O)C(Cc1ccccc1)NS(=O)(=O)c1ccc2c(c1)CCC(=O)N2 (configuration not stated)	-6	-30	1.3	1	-1.0	-2	1	-2	0
CC(Oc1ccccc1F)c1nnc(SCC(=O)Nc2ccc(N3CCOCC3)cc2)o1 (configuration not stated)	-8	8	0.92	0.91	0.4	2	-8	-1	9
Cc1c(CCC(=O)O)c(=O)oc2cc3occ(-c4ccc(Cl)cc4)c3cc12	-4	4	0.96	0.96	1.6	-3	7	0	4
O=c1[nH][nH]cc1C=NCc1cccc(C(F)(F)F)c1	-2	1	0.99	0.91	1.3	-3	8	-1	9
Cc1cc(C)c(S(=O)(=O)Cc2ccccc2)c(Cl)n1	-6	9	0.91	0.97	-1.6	-2	0	0	3
CCOc1ccc(N(CC(=O)NCc2ccccc2C)S(C)(=O)=O)cc1	-4	5	0.95	1	1.4	0	-8	-5	-2
CC(=O)NS(=O)(=O)c1ccc(NC(=O)c2cc3c(=O)n4ccccc4nc3s2)cc1	-4	6	0.94	1	-0.1	-3	32	3	-3

Structures above containing a nitro group on carbon (2):
SMILES	A3G deaminase	hIAP block	hIAP activ	mIAP act	MPTP inh	beta cell repl	ATG4B inhibitor	A3A deaminase	mIAP block
O=C(NNc1ccc([N+](=O)[O-])cc1[N+](=O)[O-])c1ccco1	3	36*	0.64	0.82	11	1	0	1	18
CCOC(=O)N(C)S(=O)(=O)c1ccccc1[N+](=O)[O-]	-6	-6	1.1	1.1	0.3	4	32	-2	-6

Next entries follow.
SMILES	A3G deaminase	hIAP block	hIAP activ	mIAP act	MPTP inh	beta cell repl	ATG4B inhibitor	A3A deaminase	mIAP block
CN(CC(=O)Nc1c(Cl)cccc1Cl)C(=O)CNC(=O)c1ccco1	-8	-4	1	1	-1.2	7	-3	-3	-3
COc1cc(NC(=O)CSc2nccc(C)n2)c(C)cc1[N+](=O)[O-]	-5	9	0.91	0.91	1.4	1	-14	-5	9
O=C(Nc1ccc(Cl)cc1)N1CCCC(Cn2cccc2)C1 (configuration not stated)	-14	-30	1.3	1.3	48	-3	4	-8	-33
Cc1csc2nc(CNS(=O)(=O)N(C)C)cn12	-4	3	0.97	1.1	-2.7	-5	-9	-4	-5
Cc1cc(NC(=O)CSc2nnc(-c3c[nH]c4ccccc34)n2-c2ccc(Cl)cc2)no1	-12	9	0.91	1.1	0.0	-1	-1	-7	-7
Cc1ccc(C)c(N2CCN(C(=O)CCc3nc(-c4ccccc4F)no3)CC2)c1	9	/	/	0.96	-0.4	/	-6	4	4
CCCC(=O)Nc1ccc2c(c1)nc(CN1CCCC1)n2C	-6	-32	1.3	1	-1.3	-3	-4	-2	-3
O=C(Nc1ccc2c(c1)OCO2)c1cccc(S(=O)(=O)N2CCCC2)c1	-2	5	0.95	0.95	1.0	0	-12	1	5
O=C(CSc1nnc(CCCN2C(=O)c3cccc4cccc(c34)C2=O)n1-c1ccccc1)N1CCCCC1	-8	-7	1.1	0.98	-0.4	-1	-4	-5	2

Rows were taken by chance. Share with any hit: about 3.3%.
